S1P4 antag: S1P4 receptor antagonists, primary screen, cell-based; 220,000 tested, 0.26% active; Sphingosine 1-phosphate receptor 4 (Homo sapiens), O95977; S1P4-expressing cells, antagonist mode, reporter read-out; inhibition, % at 4.98 µM; in the data active means inhibition above about 29%;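 further: 0% = wells stimulated with agonist and 100% = vehicle wells without agonist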
EP2 mod: EP2 receptor modulators, cAMP readout, primary screen, cell-based, HTRF cAMP, PGE2 stimulation; Prostaglandin E2 receptor EP2 subtype (Homo sapiens), P43116; EP2-expressing cells, cAMP HTRF FRET, PGE2 co-stimulation; induction, % at 25 µM; 260,000 tested, 0.83% active; AID 940, 2007;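 active means compounds whose cAMP rise, as percent of the full-agonist control response, exceeds 60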;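 further: rat C6 glioma line stably carrying human EP2 under a CMV promoter; the protocol text gives 20 µM as final concentration; 100% = response of wells given 1 µM PGE2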
Target sequence (P43116 whole entry, looked up): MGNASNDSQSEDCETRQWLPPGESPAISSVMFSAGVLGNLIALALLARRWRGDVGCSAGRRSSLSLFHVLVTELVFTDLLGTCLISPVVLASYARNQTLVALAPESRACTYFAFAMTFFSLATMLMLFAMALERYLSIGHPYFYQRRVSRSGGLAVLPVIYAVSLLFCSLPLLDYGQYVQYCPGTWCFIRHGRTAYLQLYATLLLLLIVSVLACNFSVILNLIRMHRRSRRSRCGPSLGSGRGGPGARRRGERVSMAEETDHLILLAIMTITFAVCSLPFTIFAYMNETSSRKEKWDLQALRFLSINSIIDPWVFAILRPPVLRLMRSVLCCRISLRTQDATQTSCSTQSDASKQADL
NPY-Y2 PAM-ag: NPY-Y2 potentiators or agonists, primary screen, cell-based. Neuropeptide Y receptor type 2 (Homo sapiens), P49146. 220,000 tested, 0.45% active. cells expressing NPY-Y2, potentiator/agonist read-out. activation, % at 3.6 µM. AID 1359, 2008; in the data active means activation above about 27%;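 further: cells stimulated with NPY near EC25 plus isoproterenol at EC100; 0% = vehicle plus submaximal agonist and 100% = vehicle plus saturating agonist; some results beyond the cut were filed as inactive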
Target sequence (P49146 whole entry, looked up): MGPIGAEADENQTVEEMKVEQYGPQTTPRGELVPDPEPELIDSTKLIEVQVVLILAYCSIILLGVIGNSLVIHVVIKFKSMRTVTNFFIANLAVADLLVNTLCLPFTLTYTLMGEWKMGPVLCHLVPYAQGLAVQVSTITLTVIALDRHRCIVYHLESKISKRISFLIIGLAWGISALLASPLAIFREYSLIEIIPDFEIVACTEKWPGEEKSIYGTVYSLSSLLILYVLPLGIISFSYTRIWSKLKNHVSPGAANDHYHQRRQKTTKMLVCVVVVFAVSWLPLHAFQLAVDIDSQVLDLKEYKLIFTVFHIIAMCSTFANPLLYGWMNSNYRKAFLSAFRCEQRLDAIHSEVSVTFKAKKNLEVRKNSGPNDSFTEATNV
NPY Y1 blocker: NPY-Y1 receptor antagonists, primary screen, cell-based; Neuropeptide Y receptor type 1 (Homo sapiens), P25929; HEK293-CNG Y1 cells, membrane potential fluorescence; NPY at EC95, then isoproterenol; inhibition, % at 3.6 µM; 200,000 tested, 1% active;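 active means inhibition above the campaign mean inhibition of all tested compounds plus 3 SD, cut at about 20% in these data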;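 further: 0% = DMSO wells given NPY plus isoproterenol and 100% = isoproterenol alone without NPY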
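Benchmarks – high control isoproterenol alone, low control NPY with isoproterenol · Material – HEK293 Y1/CNG channel cell line · Times – dye 3 h, compound 60 min room temperature, stimulation 45 min · Probe or stimulus – NPY (25 nM), isoproterenol (1 µM), Ro 20-1724 (25 µM) · Evaluation – % inhibition of NPY effect · Signal – fluorescence, membrane potential probe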
S1P4 agonist: S1P4 receptor agonists, primary screen, cell-based. AID 1509, 2009. S1P4-expressing cell line, agonist reporter assay. activation, % at 4.98 µM. 220,000 tested, 0.35% active. Sphingosine 1-phosphate receptor 4 (Homo sapiens), O95977; in the data active means activation above about 11%;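 further: 0% = DMSO vehicle and 100% = reference agonist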
eIF4E 4G PPI: eIF4E–eIF4G protein interaction inhibitors, primary screen, biochemical, uHTS, TR-FRET, eIF4GI fragment; Eukaryotic translation initiation factor 4E (Mus musculus) + Eukaryotic translation …; TR-FRET eIF4E-eIF4GI(517-606) binding, 2 h; inhibition, % at 21.7 µM; 220,000 tested, 0.37% active; AID 782, 2007;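 active means inhibition above about 30%, limit read from the data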;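 further: 0% = full FRET control wells and 100% = background wells lacking eIF4GI fragment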
NPY1 pot ag: NPY-Y1 receptor potentiators or agonists, primary screen, cell-based; Neuropeptide Y receptor type 1 (Homo sapiens), P25929; NPY-Y1 expressing cells, potentiator/agonist activation; activation, % at 3.6 µM; 220,000 tested, 0.37% active; in the data active means activation above about 33%, passing the limit was not always enough;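 further: cells stimulated with NPY at EC10 then isoproterenol at EC100; 0% = low agonist plus stimulus and 100% = saturating agonist plus stimulus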
PGE2 EP2 inh: human EP2 receptor antagonists, primary screen, TR-FRET cAMP, C6 glioma cells. Prostaglandin E2 receptor EP2 subtype (Homo sapiens), P43116. C6 glioma cells expressing human EP2; cells stimulated with saturating PGE2. inhibition, % at 25 µM. 260,000 tested, 0.52% active. AID 1422, 2008;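 active means percent inhibition above 40 after rounding to a whole number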;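 further: rat C6 glioma host cells with rolipram phosphodiesterase inhibitor present; the protocol text gives 20 µM as final concentration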
p97 ATPase inh: inhibitors of human p97 ATPase, primary screen, biochemical. Transitional endoplasmic reticulum ATPase (Homo sapiens), P55072. recombinant p97 ATPase, Kinase-Glo ATP luminescence, 3 h. inhibition, % at 8 µM. 220,000 tested, 0.42% active; in the data active means inhibition above about 15%;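 further: 0% = DMSO vehicle and 100% = wells lacking enzyme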
Active calls of the source: *; / = not tested or not shown; [ ] = remark or other dose. This is a subset; the hit share may differ from the screen's.

Screens in order: EP2 mod | NPY-Y2 PAM-ag | NPY1 pot ag | NPY Y1 blocker | p97 ATPase inh | eIF4E 4G PPI | S1P4 antag | PGE2 EP2 inh | S1P4 agonist
1. Cc1sc2nc3c(C(=O)N4CCN(c5ccccn5)CC4)cccn3c(=O)c2c1C
  -6 | 12 | 4 | -1 | 2 | -1 | -12 | 13 | -1.1
2. COC(=O)NCC(c1cccnc1)N1CCN(c2ccccc2F)CC1 (stereo unspecified)
  -8 | 19 | 5 | -2 | 5 | 8 | -10 | 6 | 0.6
3. CCC(C(=O)O)N1C(=O)/C(=C/c2cccn2C)SC1=S (stereo unspecified)
  12 | -21 | -21 | 9 | 1 | 7[fluorescence artefact?] | -2 | 7 | 0.9
4. CN(C)c1ccc(N=Nc2ccccc2C(=O)OCC(=O)N2CCCCCC2)cc1
  -6 | 14 | 26 | 4 | -4 | 15[fluorescence artefact?] | -15 | 3 | 0.9
5. NC(=O)C1CCN(c2cc(Cl)ccc2[N+](=O)[O-])CC1
  -14 | -32 | 7 | / | 5 | 1 | -15 | 3 | -3.1
6. COc1cc(NC(=O)c2cccc([N+](=O)[O-])c2)ccc1NC(=O)c1ccco1
  -13 | -4 | -9 | 1 | -1 | 4 | -8 | 6 | 2.6
7. O=S(=O)(c1cnc(Cl)c(Br)c1)N1CCc2ccccc21
  6 | 18 | 33 | / | 3 | -2 | 19 | 9 | 0.4
8. COc1ccc(CN(C(=O)c2ccc(CN3CCOCC3)o2)C(C(=O)NCC2CCCO2)c2ccc(F)cc2)cc1 (stereo unspecified)
  -11 | 2 | 15 | 0 | -1 | 1 | -1 | 8 | 0.0
9. O=C(Nc1ccc2c(c1)OCCO2)c1oc2ccccc2c1NC(=O)C1CC1
  43 | -2 | 6 | -3 | 5 | -3 | -11 | 5 | 0.9
10. Cc1ccc(N/C(N)=N/c2nc(C(F)(F)F)cc(C(F)(F)F)n2)cc1
  9 | 8 | 8 | 0 | 3 | -1 | 1 | 4 | 2.1
11. COc1ccc(CN2C(=O)c3ccccc3C2=O)cc1C(=O)OC(C)C(=O)NC(N)=O (stereo unspecified)
  -4 | 5 | -11 | 2 | 1 | 12[fluorescence artefact?] | -7 | 10 | 0.8
12. COc1ccc(CCN(Cc2cccs2)S(=O)(=O)c2ccc(S(=O)(=O)N(C)C3CCCCC3)cc2)cc1OC
  14 | 14 | -19 | -1 | 4 | 1 | 5 | 7 | -0.1
13. CCOc1ccc(CN2CCN(C3CCSCC3)CC2CCO)cc1 (stereo unspecified)
  -8 | 2 | 11 | 2 | 0 | -4 | -9 | 1 | -0.1
14. CC(C)OC(=O)NC(c1ccccc1)C(Cl)(Cl)Cl (stereo unspecified)
  39 | 3 | -29 | 4 | -8 | -2[fluorescence artefact?] | 11 | 14 | -0.8
15. CCCCn1c2c(c(=O)n(C)c1=O)C(CC(=O)OCC(=O)Nc1cccc(C(F)(F)F)c1)C(=O)N2 (stereo unspecified)
  6 | 2 | 2 | -1 | 4 | 5 | 4 | 11 | -0.4
16. O=C(CC(O)(c1ccccc1)C(F)(F)F)c1cccs1 (stereo unspecified)
  6 | 14 | 13 | -2 | 2 | 6 | -13 | -5 | -1.3
17. Cc1ccc(C(=O)NC(=S)Nc2cccc(NC(=O)c3ccccc3Cl)c2)cc1[N+](=O)[O-]
  -83 | 4 | -12 | 1 | 5 | 4 | -16 | 10 | 1.0
18. O=C(CN1CCCCC1)Nc1ccccc1Cl
  14 | -5 | 15 | -2 | -3 | 2 | -3 | 9 | -0.3
19. N#Cc1c(N)nc2c(c1N)CC(COc1ccccc1)O2 (stereo unspecified)
  -29 | 4 | 8 | -1 | 4 | -6 | -23 | 14 | 0.5
20. Cn1c(Cn2nnc(-c3ccccc3)n2)nnc1SCc1ccccc1Cl
  -2 | -27 | -17 | 14 | -4 | 3[fluorescence artefact?] | 4 | 11 | 1.1
21. CCC(C)(C)NC(=O)Cc1ccc(Cl)cc1
  -11 | 1 | 10 | -1 | 1 | 0 | -27 | 5 | -0.1
22. CC(C)OCCCN1CN(S(=O)(=O)c2ccc(Cl)cc2)c2nc3ccccc3nc21
  13 | 2 | -6 | 13 | -4 | 10 | 14 | 14 | -2.4
23. OCCN(Cc1ccccc1)C(=S)Nc1ccc(Cl)cc1Cl
  -21 | 3 | 8 | -9 | -1 | -1 | 1 | 4 | -0.7
24. CNNC(=S)NCCC1=CCCCC1
  -1 | -19 | 16 | / | 7 | 0 | 6 | 11 | 0.2
25. O=C(CSc1nnnn1-c1ccccc1)Nc1ccc(Cl)cc1
  8 | 10 | -9 | -2 | 1 | -2[fluorescence artefact?] | -11 | 3 | 0.6
26. c1ccc(-c2nc(N3CCN(c4ccccc4)CC3)nc(-n3ccnc3)n2)cc1
  25 | -8 | -35 | 13 | -1 | 5[fluorescence artefact?] | 1 | 2 | -0.4
27. O=C(Cc1ccc(Br)cc1)NCCc1ccc(Cl)cc1Cl
  -20 | 6 | -3 | 1 | 0 | 1 | 0 | 6 | 2.6
28. CCOc1ccccc1N1CCN(C(=O)c2ccc3[nH]c4c(c3c2)CCCC4)CC1
  -9 | -4 | -2 | 3 | 9 | 4[fluorescence artefact?] | -5 | 1 | 5.3
29. CCc1ccc(-c2nc(CN3CCC(C(=O)N4CCN(c5ccccc5)CC4)CC3)c(C)o2)cc1
  -8 | -28 | -75 | 47* | -13 | -2 | -3 | 5 | -3.2
30. COc1ccc(-n2c(C)cc(/C=C3/SC(=O)N(CC(=O)N4CCOCC4)C3=O)c2C)cc1
  17 | 9 | 5 | 2 | 0 | -2 | -8 | 10 | 2.0
31. O=S(=O)(c1ccccc1)N1CCN=C1SCc1cccc(Cl)c1
  18 | -1 | -18 | 9 | -8 | 4[fluorescence artefact?] | -21 | 6 | -1.5
32. Cc1ccc(-n2c(Cl)c(Cl)nc(Cl)c2=O)cc1
  -50 | 4 | -6 | 2 | 3 | 15 | 76* | 36 | 1.8
33. COc1cc(Cl)c(C)cc1NC(=O)COC(=O)/C=C/c1c(C)nn(C2CCS(=O)(=O)C2)c1Cl (stereo unspecified)
  -4 | 11 | 11 | 6 | 2 | 2 | -6 | 17 | -0.3
34. COc1ccc(/C=N/NS(=O)(=O)c2ccc(C)cc2)cc1OC(=O)c1ccc(C)cc1
  32 | -17 | -21 | 5 | -1 | 14 | -23 | 13 | -3.3
35. CCN(CC)c1ccc(NC(=O)c2cccc(C)c2OC)c(C)c1
  -9 | -5 | -1 | 3 | -11 | 0 | 13 | 7 | -1.6
36. CCN(CCO)c1ncnc2c1sc1nc(CC(C)C)c3c(c12)CC(C)(C)OC3
  3 | -11 | -19 | 7 | -6 | 8 | -21 | 4 | -1.9
37. C/C(CC(=O)NC12CC3CC(CC(C3)C1)C2)=N\NC(=O)Cc1cccs1
  -37 | 8 | -1 | 5 | 2 | -3 | -12 | 6 | -0.2
38. CC(=O)C1=C(C)NC(=O)NC1c1cccc(O)c1 (stereo unspecified)
  -3 | 17 | 8 | 1 | 4 | -9 | -5 | 9 | 1.4
39. CCN1CCN(CC(=O)Nc2cc(C(F)(F)F)ccc2OCCOC)CC1
  12 | -24 | 11 | / | 1 | -13 | 3 | 3 | 0.2
40. Cc1ccc(C2CCN(C(=O)Nc3ccccc3)C2)cc1 (stereo unspecified)
  / | 9 | 1 | 12 | -1 | / | -1 | 17 | 0.9

Overlap with the part before: 4 entries; new compounds follow.
Screens in order: EP2 mod | NPY-Y2 PAM-ag | NPY1 pot ag | NPY Y1 blocker | p97 ATPase inh | eIF4E 4G PPI | S1P4 antag | PGE2 EP2 inh | S1P4 agonist
37. C/C(CC(=O)NC12CC3CC(CC(C3)C1)C2)=N\NC(=O)Cc1cccs1
  -37 | 8 | -1 | 5 | 2 | -3 | -12 | 6 | -0.2
38. CC(=O)C1=C(C)NC(=O)NC1c1cccc(O)c1 (stereo unspecified)
  -3 | 17 | 8 | 1 | 4 | -9 | -5 | 9 | 1.4
39. CCN1CCN(CC(=O)Nc2cc(C(F)(F)F)ccc2OCCOC)CC1
  12 | -24 | 11 | / | 1 | -13 | 3 | 3 | 0.2
40. Cc1ccc(C2CCN(C(=O)Nc3ccccc3)C2)cc1 (stereo unspecified)
  / | 9 | 1 | 12 | -1 | / | -1 | 17 | 0.9
41. O=C(COC(=O)C1CCCCC1)Nc1ccc(S(=O)(=O)N2CCOCC2)cc1
  3 | 7 | 2 | -2 | -1 | -2 | -2 | 5 | -0.1
42. CCN(CC)C(=O)C1CCCN(c2ccc([N+](=O)[O-])cc2/C=N/NC(=O)c2cccc(Br)c2)C1 (stereo unspecified)
  -11 | -7 | -10 | -2 | 4 | -10 | 0 | 5 | -0.9
43. OCCSc1nc(-c2ccccc2)nc2c1CCC2
  25 | 6 | -16 | -5 | -5 | -3 | 2 | 5 | -3.2
44. N#CCSc1nnc(CNc2ccc(F)cc2)o1
  8 | 17 | -12 | 2 | 4 | 4 | -14 | 9 | 1.6
45. O=C(COc1ccc(S(=O)(=O)NC2CCCCC2)cc1Cl)NCc1ccc2c(c1)OCO2
  -10 | 26 | 4 | -5 | 2 | -2 | 5 | 9 | -2.3
46. COC(CNC(=O)c1cc(C)nn1-c1ccccc1)OC
  -4 | 10 | 12 | 3 | 3 | 0 | -4 | 14 | -2.8
47. Cc1cc(C)nc(N2CCC(C(=O)NC3CCCCCC3)CC2)n1
  / | 10 | -7 | -7 | 4 | / | -30 | 2 | 0.3
48. COc1ccc(NC(=O)CN(C)C(C)C(=O)N2CCCCC2)cc1 (stereo unspecified)
  4 | 7 | -20 | -1 | 0 | -3[fluorescence artefact?] | -6 | 15 | -0.4
49. COc1cccc(NC(=S)Nc2ccc(O)cc2)c1
  17 | 0 | 0 | / | 11 | -8 | -2 | 6 | -0.2
50. Cc1ccc(S(=O)(=O)NNC(=S)NC(C)(C)C)cc1
  4 | -12 | -6 | / | 2 | 3 | 5 | 1 | -1.2
51. S=c1nc[nH]c2c1[nH]c1ccc(Cl)cc12
  61* | -11 | 8 | / | 7 | -3 | -3 | 10 | 1.1
52. CCOC(=O)C1CCN(C(=O)CCc2c(C)nc3ncnn3c2C)CC1
  7 | -16 | -1 | 1 | 1 | 4 | 4 | 9 | -5.1
53. Cc1c(-n2c(CN3C(=O)c4ccccc4C3=O)nc3ccccc3c2=O)c(=O)n(-c2ccccc2)n1C
  / | -12 | -8 | -4 | 0 | / | -6 | 11 | -0.6
54. CCOc1ccccc1NC(=O)c1c(NC(=O)CCC(=O)O)sc2c1CCCCC2
  38 | -3 | -15 | 1 | 2 | 4 | 3 | 8 | -0.2
